p53 reactivator: re-activators of mutant p53; Potency, µM (titrated, usually from 92.2 µM), for the others: at the top dose activity change, positive = activation, most hits filed as activators; 0.063% of 320,000 active; H1299 p53-A138V BP100-luciferase reporter, luminescence, 24 h; further: potency means the concentration at half of the fitted maximal effect; % of control where 0% means no effect; nearly all actives have a fitted effect of over 45% in size
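H1299 (p53-null), stable ts p53-A138V + BP100-Luc; 1000 cells/well, Opti-MEM/10% FBS; cpd 4 pt, 1:5; 24 h, 37 deg C, 5% CO2; detection reagent 10 min RT; luminescence.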
B2AR arrestin: beta2AR (human) beta-arrestin recruitment activity | beta-arrestin recruitment to beta2AR, cell-based reporter | Potency, µM (series often up to 46.1 µM), for the others: top-dose activation, actives largely listed as activators | 0.02% of 330,000 active;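 further: potency means the concentration at half of the fitted maximal effect; 0% = DMSO controls and full agonism = EC100 isoproterenol or metaproterenol; nearly all actives have a fitted effect of over 65% in size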
Integrin act MD: activators of alpha7 integrin expression for muscular dystrophy; alpha7betagal myoblasts, beta-gal FDG fluorescence, 48 h; 0.064% of 350,000 active; Potency, µM (doses to about 38.3 µM), without a hit: top-dose activation, usual class: activators;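 further: potency means the concentration at half of the fitted maximal effect; 100% = response of the positive control SU9516; nearly all actives have a fitted effect of over 60% in size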
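Alpha7betagal+/- myoblasts (passage 13) were plated 16-24 hr, then exposed to compounds (1:260 dilution of DMSO stock) for 48 hours at 37C. After MPER lysis, β-galactosidase reporter activity was read as FDG fluorescence (ex 480/em 540) after 30 minutes.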
TCR activator: activates T cell receptor signaling; AID 504894; primary human leukocytes, anti-CD3, IL-2 HTRF, 48 h; Potency, µM (highest dose often 9.22 µM), for the others: at the top dose activation of IL-2 secretion, usual class: activators; 330,000 tested, under 10 active; further: % of control where 0% means no effect
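Primary human leukocytes receive a-CD3 beads and test compound and are incubated 48 hr. Secreted IL-2 is then assayed by HTRF, measuring 665nm acceptor emission after 320nm excitation of the europium donor.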
BRCA1 expr up: BRCA1 expression activation; 1.1% of 380,000 active; MCF7-BRCA1-FFLuc reporter, luminescence, 48 h; response scale: scaled: vehicle 0%, 10 µM genistein 100%; AID 624202; Potency, µM (top dose mostly 46.1 µM), without a hit: at the highest dose activation, hits mostly activators; further: potency means the concentration at half of the fitted maximal effect; nearly all actives have a fitted effect of over 80% in size; some results filed as inactive show a strong effect at the top dose
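Cells: MCF7-BRCA1-FFLuc, 2000/well. Exposure: 48 h, 37 °C, 5% CO2. Read: luminescence, 15 min post-substrate. Controls: genistein 10 microM (maximal activation), DMSO (neutral).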
CXXC DNA block: blocks binding of human MLL CXXC domain to DNA | MLL-CXXC / FITC-HOXA9 DNA fluorescence polarization | Potency, µM (titrated, usually from 115 µM), for inactives: at the top dose activity change, negative = inhibition, hits mostly inhibitors | 0.037% of 290,000 active | AID 2662; active means well fitted inhibition curve with a large enough effect in the polarisation, with a control signal flat, not every such curve was filed as active; inconclusive means small, poorly fitted or top-dose-only effect, or effect the other way, or a change in a side signal; inactive means no such curve, though single readings can be large or run the other way; the % refers to the polarisation; further: potency means the concentration at half of the fitted maximal effect
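Steps: dispense CXXC domain solution (7 uM) → pin compounds or unlabeled HOX-A9 DNA control → 5 min ambient → add FLSN-HOX-A9 solution (50 nM) → spin → 30 min ambient → fluorescence polarization. Tris pH 7.5/NaCl/DTT/BSA buffer.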
ELG1 repair inh: ELG1-dependent DNA repair inhibition | HEK293T ELG1-luciferase reporter, luminescence, 16 h; DNA damage induced by 5-fluorouridine | Potency, µM (highest dose often 46.1 µM), for the others: top-dose activity change, negative = inhibition, actives largely listed as inhibitors | 2.3% of 330,000 active | AID 504467; further: potency means the concentration at half of the fitted maximal effect; on the % scale 0 is the no-effect control and ±100 the full control effect; nearly all actives have a fitted effect of over 55% in size
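Step one: seed 2,000 cells per well. Step two: pin-transfer compound or DMSO alongside 5-fluorouridine. Step three: incubate 16 hr, 37 °C, 5% CO2. Step four: add ONE-Glo, wait 30 min, read luminescence.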
A-T KAP1 phos: candidate therapy for ataxia-telangiectasia; 0.19% of 320,000 active; Potency, µM (doses to about 57.5 µM), for inactives: top-dose activation, usual class: activators; […] A-T fibroblasts, KAP-1 phosphorylation AlphaLISA; neocarzinostatin DNA damage 30 min before lysis; AID 485349; further: potency means the concentration at half of the fitted maximal effect; % of control where 0% means no effect; nearly all actives have a fitted effect of over 45% in size
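ATM-like activity read as KAP-1 phosphorylation via AlphaLISA donor/acceptor antibody pairs after lysis and 6 hr at 25C. Cells were ATM-null patient fibroblasts ([…], hTERT), dosed 60 min, then exposed to the DSB inducer NCS for 30 min.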
TSG101-PTAP inh: blocks PTAP/TSG101 interaction to inhibit HIV-1 budding; 340,000 tested, under 10 active; Potency, µM (top dose mostly 115 µM), inactives show at the highest dose activity change, negative = inhibition, actives largely listed as inhibitors; AID 493005; Fluorescence polarization, FITC-PTAP peptide / Tsg101 binding; active means well fitted inhibition curve with a large enough effect in the main read-out, with a control signal flat, not every such curve was filed as active; inconclusive means small, poorly fitted or top-dose-only effect, or effect the other way, or a change in a side signal; inactive means no such curve, though single readings can be large or run the other way; further: potency means the concentration at half of the fitted maximal effect; % of control where 0% means no effect
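Fluorescence polarization binding of Tsg101 binding domain (10 uM final) to FITC-labeled PTAP peptide (50 nM final) in HEPES pH 7.5 buffer with NaCl, Tween 20, EDTA, TCEP. Compounds added before peptide; binding 20 min at RT.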
TRPV1 agonist: human TRPV1 agonism; TRPV1-expressing cells, Fluo-8 calcium influx, agonist mode; activation, % at 8.33 µM; 0.19% of 320,000 active; AID 540275; in the data active means activation above about 80%; inconclusive means between about 30% and that limit; further: 0% is about no effect
Target sequence (Q8NER1 whole entry, looked up): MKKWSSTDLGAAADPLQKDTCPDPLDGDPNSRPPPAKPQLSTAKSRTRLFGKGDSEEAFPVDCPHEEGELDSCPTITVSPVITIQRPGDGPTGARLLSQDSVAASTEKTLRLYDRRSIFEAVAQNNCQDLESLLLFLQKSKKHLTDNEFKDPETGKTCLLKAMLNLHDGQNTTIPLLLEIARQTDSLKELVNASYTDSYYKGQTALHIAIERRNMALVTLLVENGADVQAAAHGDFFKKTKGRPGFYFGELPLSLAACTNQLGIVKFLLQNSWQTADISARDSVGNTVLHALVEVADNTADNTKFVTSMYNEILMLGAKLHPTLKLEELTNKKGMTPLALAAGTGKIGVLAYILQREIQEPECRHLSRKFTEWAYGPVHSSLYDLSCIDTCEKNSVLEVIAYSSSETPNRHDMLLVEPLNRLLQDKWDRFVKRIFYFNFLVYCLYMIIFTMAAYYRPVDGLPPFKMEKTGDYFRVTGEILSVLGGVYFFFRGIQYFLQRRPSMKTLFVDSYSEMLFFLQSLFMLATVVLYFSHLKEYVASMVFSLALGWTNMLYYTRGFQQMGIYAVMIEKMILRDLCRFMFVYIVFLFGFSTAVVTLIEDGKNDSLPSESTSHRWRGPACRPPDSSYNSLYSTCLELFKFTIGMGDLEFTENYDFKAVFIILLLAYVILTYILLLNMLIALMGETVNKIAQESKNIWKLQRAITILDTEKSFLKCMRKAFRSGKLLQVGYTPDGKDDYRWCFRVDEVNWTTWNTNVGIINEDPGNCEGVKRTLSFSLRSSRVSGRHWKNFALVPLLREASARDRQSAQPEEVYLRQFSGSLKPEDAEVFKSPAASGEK
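Fluo-8 calcium influx in TRPV1-expressing cells, kinetic read (ex 480/em 520 nm). Compound added and read 3 min for agonist activity, followed by capsaicin at EC20 final and 2 min further read for enhancement.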
Numbers without * were called inactive; ? = inconclusive; / = not tested or not shown; [ ] = remark or other dose. Unless noted, the call rests on the fitted dose curve; in most records, active means well fitted curve in the direction sought with a large enough effect; inconclusive means small, poorly fitted or top-dose-only effect, or another doubt; inactive means no such curve, though single readings can be large; an effect the other way counts as inactive or inconclusive.

Order of values – p53 reactivator | B2AR arrestin | Integrin act MD | TCR activator | BRCA1 expr up | CXXC DNA block | ELG1 repair inh | A-T KAP1 phos | TSG101-PTAP inh | TRPV1 agonist
Cc1cc(F)ccc1NC(=O)CCc1c(C)nn(-c2ccc(N3CCCCC3)nn2)c1C
    -4% | 0.4% | -5% | 2% | -1% | -1% | 4% | 1% | 1% | 0
CCc1ccc(NC(=O)NCc2ccc3c(c2)OCO3)cc1
    5% | 0.5% | -27% | -5% | 19% | 1% | 17% | 10% | -1% | 24
CCC1(C)Cc2ccccc2-c2nc(NCCCO)n(-c3ccccc3)c(=O)c21 (stereo not given)
    -5% | 0.4% | -1% | -2% | -4% | -4% | -17% | 2% | -10% | 25
CC(C)N(C(=O)COC(=O)CNC(=O)c1ccc(Br)cc1)c1ccccc1
    -11% | -0.8% | -8% | 2%[46.1 µM] | 1% | -8% | 7% | -1% | -3% | 16
Cc1ccc(-c2cnc(NC(=O)CCC(=O)N3CCCCC3)n2C)cc1
    -1% | -1.0% | 12% | 1% | 9% | 1% | -1% | 8% | -1% | ?
CCOc1ccccc1N(CC(=O)Nc1ccc(OC)c(OC)c1)S(=O)(=O)c1ccccc1
    -2% | 0.7% | 21% | 1% | 10% | 1% | -26% | 0% | 1% | 5
Cc1cc(C(=O)N/N=C/c2ccco2)n[nH]1
    7% | -0.2% | -15% | 2% | 59% | -2% | ? | -12% | -2% | 0
O=C(c1ccc(Cl)cc1)c1ccc(Oc2cc(NN3CCCCC3)c([N+](=O)[O-])cc2[N+](=O)[O-])cc1
    / | -0.8% | 2% | 2% | 5% | 10% | 9% | 4% | 2% | 5
O=C(CC(C(=O)O)c1ccccc1)Nc1ccccc1 (stereo not given)
    -12% | -1.3% | ? | -4%[46.1 µM] | 0% | 1% | 12% | -5% | 1% | -5
CCn1c(C)c(C)c2cc(C(=O)N3CCN(c4ccccc4)CC3)ccc21
    -8% | 0.2% | 0% | 11% | 16% | 9% | -2% | -2% | -1% | 22
COc1ccc(-c2nnc(COc3ccc4ccccc4c3)o2)cc1OC
    -16% | 0.0% | -24% | 4% | -1% | -2% | -16% | 0% | 0% | -5
CN(c1ccccc1)S(=O)(=O)c1ccc(NC(=O)COc2ccccc2)cc1
    -10% | 0.3% | -17% | -12% | 5% | 9% | -3% | -1% | 1% | 23
Cc1ccc(-c2c(C)n([O-])c3c([n+]2=O)CCC3)o1
    -1% | -0.2% | 4% | 6% | 0% | 7% | 0% | 3% | -1% | -4
CN1CCC(N(C)CC(=O)Nc2ccccc2N2CCOCC2)CC1
    1% | -1.2% | -3% | 1% | -18% | -8% | 0% | 0% | -1% | 1
Cc1c(CC(=O)NCCCO)c(=O)oc2cc3c(cc12)CCC(C)(C)O3
    9% | 0.5% | -19% | -2% | 23% | 3% | 23% | -9% | -4% | 16
O=C1C(=O)N(CCN2CCOCC2)C(c2ccc(F)cc2)/C1=C(/O)c1ccc(S(=O)(=O)N2CCOCC2)cc1 (stereo not given)
    -4% | 0.3% | 12% | -1% | 7% | -5% | 14% | 13% | -1% | -2
CN(CC(=O)Nc1ccc(S(=O)(=O)N2CCCC2)cc1)Cc1c(F)cccc1Cl
    -3% | 0.1% | -38% | / | -53% | 3% | ? | -2% | -2% | 21
O=C(Nc1cccc(C(F)(F)F)c1)c1n[nH]c(Cn2cncn2)n1
    -6% | -0.5% | 21% | -1% | -20% | -2% | 0% | 2% | -8% | /
CN(CC(=O)Nc1ccc(F)c(F)c1F)C(=O)CN1C(=O)NC2(CCCC2)C1=O
    2% | -0.3% | -28% | -2% | -14% | / | -2% | 10% | -3% | 2
CN(N=O)c1ccc(C=C2C=Cc3ccccc32)cc1
    / | / | 18% | -7% | ? | / | / | / | -2% | /
O=C(/C=C/c1ccccc1[N+](=O)[O-])Nc1cc(S(=O)(=O)N2CCOCC2)ccc1N1CCOCC1
    / | / | -24% | -10% | -15% | / | / | / | 2% | /
Cc1ccc(NC2=C(Cl)C(=O)OC2OC(C)C)c(C)c1 (stereo not given)
    -5% | -1.0% | 9% | 2% | -14% | -12% | 0% | -1% | 0% | -7
O=[N+]([O-])/C(=C\Nc1ccccc1Cl)S(=O)(=O)c1ccccc1
    -2% | -1.2% | / | / | / | 20% | 13% | 0% | / | -1
Cn1nnnc1SCCNS(=O)(=O)c1ccccc1
    -3% | -1.1% | 11% | -15% | 25% | -2% | 17% | -8% | 0% | 1
NC(=O)NC(=O)CN1c2cccc3cccc(c23)S1(=O)=O
    0% | -0.1% | 6% | 0% | -10% | 8% | 18% | -3% | 0% | 4
CC(C)n1cnc2c(Nc3ccc(F)c(Cl)c3)nc(NCCO)nc21
    25% | -0.8% | 14% | -1% | -11% | -20% | -13% | 14% | 0% | 2
COCCn1c(SCC(=O)N2CCCCC2)nc2cccnc21
    -4% | -0.1% | 20% | -2% | -17% | -4% | 4% | 14% | -1% | 3
O=C(CCc1nc2ccccc2c(=O)[nH]1)NNC(=O)c1ccc(Cl)cc1
    2% | -0.2% | 13% | -4% | -13% | / | -9% | 1% | -2% | 4
Cc1ccc(-c2ccc(CCC(=O)O)n2NC(=O)c2ccco2)cc1
    -4% | -0.6% | -16% | -45% | 2% | 4% | ? | 3% | -1% | 3
COc1cc(/C=C(\C#N)c2nn(CCO)c(N)c2C#N)cc(OC)c1OC
    -4% | -0.3% | 17% | -2% | -37% | 1% | ? | -1% | -1% | -2

Quoted from the listing:
Result for CC(C)n1cnc2c(Nc3ccc(F)c(Cl)c3)nc(NCCO)nc21 in TCR activator: -1%
Result for CC(C)N(C(=O)COC(=O)CNC(=O)c1ccc(Br)cc1)c1ccccc1 in BRCA1 expr up: 1%

The list goes on.
Order of values – p53 reactivator | B2AR arrestin | Integrin act MD | TCR activator | BRCA1 expr up | CXXC DNA block | ELG1 repair inh | A-T KAP1 phos | TSG101-PTAP inh | TRPV1 agonist
Cc1ccc(S(=O)(=O)N2CCN(c3nc(C)nc4sc(C)c(C)c34)CC2)cc1
    3% | -0.3% | / | / | / | -4% | 3% | -10% | / | -8
COc1ccc(OC)c(-c2cc(C(=O)Nc3sc4c(c3C#N)CCC(C)C4)c3ccccc3n2)c1 (stereo not given)
    -3% | -0.4% | 20% | 12% | -19% | 20% | -1% | 3% | -5% | -2
O=C(Nc1ncccc1O)c1ccc(Cl)c(S(=O)(=O)N2CCCCC2)c1
    0% | 0.4% | 16% | 1% | -3% | / | 3% | 0% | -1% | ?
Cc1ccc(-n2c(SCC(=O)N3CCOCC3)nnc2-c2ccncc2)cc1
    5% | -1.0% | -7% | 2% | -28% | 3% | -7% | -1% | -7% | 3
Cc1ccc(-n2c(C)cn(C(=O)c3ccccc3)c2=S)cc1
    -2% | -0.7% | 0%[7.66 µM] | 7%[46.1 µM] | 0% | 1% | -9% | 1% | -11% | 20
CCN1CCN(c2ccc(NC(=O)c3ccc(F)cc3)cc2Cl)CC1
    ? | 0.2% | -13% | -3% | -1% | 7% | ? | 3% | -4% | 12
CC(Oc1ccc(-n2cnnn2)cc1)C(=O)O (stereo not given)
    -2% | -0.1% | 16% | 1% | 0% | 11% | 1% | 0% | 0% | 2
CCOC(=O)c1ccc(NC(=S)N2CCN(C(=O)C3CCCO3)CC2)cc1 (stereo not given)
    -5% | -1.0% | 4% | 7% | 20% | 47%[activator] | -16% | 24% | 1% | -7
Cc1ccc(S(=O)(=O)N2CCCC2C(=O)NC2=NCCS2)cc1 (stereo not given)
    -2% | 0.0% | -16% | -7% | 14% | -4% | 3% | -6% | -5% | 1
COc1ccc(-n2c(COc3ccc(C)cc3)nnc2SCC(=O)O)cc1
    ? | 0.5% | ? | -3% | 2% | -13% | ? | 5% | -2% | -4
CCOC(=O)N1CCN(CC(=O)Nc2ccc(OC)cc2)CC1
    / | / | -16% | -2% | -5% | 6% | / | / | -2% | 3
COc1ccc(S(=O)(=O)N(CC(=O)N2CCOCC2)Cc2ccccc2)cc1C
    -1% | -0.3% | 15%[7.66 µM] | 9% | 1% | 9% | 0% | -2% | -4% | ?
CN(C)C(=O)c1cc(F)ccc1Sc1cc(Cl)ccc1Cl
    -8% | 0.5% | -16% | 0% | -19% | 3% | -1% | 2% | -2% | 6
COc1cccc(NC(=O)Nc2cc(C(=O)O)ccc2C)c1
    1% | 0.0% | 25% | -7% | 2% | 3% | 5% | 3% | 0% | 0
COc1ccc([N+](=O)[O-])cc1NC(=O)C1CCCO1 (stereo not given)
    -4% | -0.6% | 21% | -2%[46.1 µM] | -9% | 9% | 0% | 1% | 0% | -1
O=C1c2cc(Cl)ccc2OC2(CCNCC2)C12CC(c1ccccc1)=NO2 (stereo not given)
    1% | -0.5% | -32% | 4% | 0% | -16% | 11% | -27% | 0% | 4

Compound activity from PubChem.
